MT1-MMP act inh: blocks activation of human MT1-MMP | 0.061% of 360,000 active | HT1080 RFP-PRO-GFP cells, GFP/RFP ratio fluorescence, overnight; percent of plate control window, DMSO zero | P50281 | GFP/RFP ratio change, % at 20 µM;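 active means GFP/RFP ratio change of at least 30% with cell ATP level not reduced by more than half and red fluorescence within 50% of control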; further: strong numbers were not always called active
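Assay system: RFP-PRO-GFP reporter HT1080 cells; read-out basis: GFP/RFP fluorescence ratio; benchmarks: DMSO wells and RFP-L50D-GFP cells; doses: 20 µM single dose, 1% DMSO; schedule: overnight cell settling, then overnight compound exposure, 37 °C, 5% CO2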
Rin1-Abl PPI inh: human Rin1-Abl interaction inhibition. P00519+Q13671. TR-FRET Rin1/Abl binding, biochemical. inhibition, % at 7.35 µM. 0.4% of 360,000 active. AID 588664; in the data active means inhibition above about 5%, passing the limit was not always enough
FAS TE block: blocks the thioesterase domain of human fatty acid synthase; P49327; recombinant FAS-TE, OMFH fluorogenic substrate, fluorescence endpoint; inhibition, % at 15 µM; 0.67% of 360,000 active;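 active means compounds whose normalised, plate-corrected inhibition of enzyme fluorescence in the single-dose primary screen is 50% or more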;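 further: 0% = DMSO with enzyme and 100% = substrate without enzyme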
SKN-1 block: C. elegans SKN-1 inhibition | C. elegans VP596 Pgst-4::GFP/RFP ratio, acrylamide-induced, 24 h | inhibition, % at 21.8 µM | 0.49% of 360,000 active;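 active means interference check ratio from 0.5 to 1.5 plus GFP to RFP signal ratio inhibition reaching or exceeding a fixed threshold, cut at about 30% in these data, passing the limit was not always enough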; further: some compounds called inactive have numbers as strong as hits
Rpn11 block: inhibitors of human proteasome Rpn11 | human 26S proteasome, Ub4-pepOG fluorescence polarization; 20S core pre-blocked with epoxomicin | O00487 | calls only at 20 µM | 0.59% of 360,000 active | AID 588493;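 active means inhibition at 20 µM, scaled to each plate's controls, above about 33%, limit read from the data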
Target sequence (O00487 whole entry, looked up): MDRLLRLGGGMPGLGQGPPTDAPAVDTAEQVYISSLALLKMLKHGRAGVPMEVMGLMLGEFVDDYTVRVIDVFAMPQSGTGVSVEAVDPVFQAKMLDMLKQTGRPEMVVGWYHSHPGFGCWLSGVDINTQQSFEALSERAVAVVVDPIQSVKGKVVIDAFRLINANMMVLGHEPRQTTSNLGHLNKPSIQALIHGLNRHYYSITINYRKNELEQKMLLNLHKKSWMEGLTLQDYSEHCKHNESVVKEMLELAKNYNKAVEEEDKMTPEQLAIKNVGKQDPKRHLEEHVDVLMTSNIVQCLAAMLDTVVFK
CSN inh: inhibitors of human CSN-mediated cullin deneddylation; Purified CSN, SCF-Nedd8-OG deneddylation, fluorescence polarization; inhibition, % at 12.5 µM; 0.38% of 360,000 active; AID 651999;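 active means pattern-corrected inhibition above about 35%, with an unprinted fluorescence ratio check between 0.5 and 1.5, limit read from the data, passing the limit was not always enough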;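 further: 0% = enzyme with substrate and 100% = substrate without enzyme; some results filed as inactive read as strong as hits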
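Material: purified human Csn5 enzyme expressed in HEK293T cells / Medium: Tris buffer pH 7.5, NaCl, DTT, Tween-20, trehalose, ovalbumin / Compound dosing: 12.5 µM single point / Schedule: 90 min incubation of compound, enzyme and substrate at room temperature / Signal: fluorescence polarization of the substrate / Control set: no-enzyme wells high, enzyme-with-substrate wells low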
PABP1 MLLE inh: blocks PAM2 peptide binding to the PABP1 MLLE domain; P11940; GST-MLLE / FITC-PAM2 fluorescence polarization; inhibition, % at 20 µM; 0.36% of 360,000 active; in the data active means inhibition above about 35%, passing the limit was not always enough;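 further: plate controls were DMSO wells with GST-MLLE for no effect and wells lacking GST-MLLE protein for full effect; some results filed as inactive read as strong as hits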
Target sequence (P11940 whole entry, looked up, the tested form may be a part): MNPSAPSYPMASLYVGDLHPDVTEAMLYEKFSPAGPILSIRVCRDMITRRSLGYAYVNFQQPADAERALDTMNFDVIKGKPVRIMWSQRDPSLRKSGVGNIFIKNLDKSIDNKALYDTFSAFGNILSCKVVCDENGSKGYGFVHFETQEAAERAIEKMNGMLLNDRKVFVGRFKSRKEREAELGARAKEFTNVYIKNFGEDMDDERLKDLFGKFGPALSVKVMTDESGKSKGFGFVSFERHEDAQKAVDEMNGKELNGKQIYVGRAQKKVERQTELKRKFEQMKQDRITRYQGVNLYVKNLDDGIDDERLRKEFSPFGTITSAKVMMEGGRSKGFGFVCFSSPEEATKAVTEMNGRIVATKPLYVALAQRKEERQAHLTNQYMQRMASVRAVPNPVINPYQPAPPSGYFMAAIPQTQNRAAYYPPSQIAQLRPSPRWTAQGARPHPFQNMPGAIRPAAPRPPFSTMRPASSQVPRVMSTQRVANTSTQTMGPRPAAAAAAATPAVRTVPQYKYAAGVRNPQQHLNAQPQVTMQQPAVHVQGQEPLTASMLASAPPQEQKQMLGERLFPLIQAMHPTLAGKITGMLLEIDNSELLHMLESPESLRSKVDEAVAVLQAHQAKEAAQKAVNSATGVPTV
Neddylation inh: blocks human cullin neddylation. 0.58% of 360,000 active. P61081+Q13564. TR-FRET cullin neddylation, biochemical. calls only at 25 µM. AID 651699; in the data active means inhibition above about 36%
NadD block: blocks S. aureus nicotinate mononucleotide adenylyltransferase; purified NadD enzyme, colorimetric absorbance read-out; inhibition, % at 20 µM; 0.78% of 360,000 active; AID 602399; in the data active means inhibition above about 26%; further: some compounds past the cut are filed as inactive
* hit, by the source's call; i = inactive; x = not tested or not shown; + = active, no number; & = joins results of further samples. No enrichment for hits; 3.9% or so of the library scored in one or more.

SMILES	MT1-MMP act inh	Rin1-Abl PPI inh	FAS TE block	SKN-1 block	Rpn11 block	CSN inh	PABP1 MLLE inh	Neddylation inh	NadD block
COC(=O)C(=Cc1ccccc1[N+](=O)[O-])C(=O)OC	2	-1	3	4	i	3	19	i	-2
CC(=O)N1CCc2cc(S(=O)(=O)NCCC(=O)N3CCN(c4ccccn4)CC3)ccc21	0	-2	-3	-2	i	-1	10	i	-3
CCN1CCN(C(=S)NC(C)c2ccccc2)CC1 (stereo not drawn)	1	2	-14	-4	i	-18	-95	i	3
COc1ccc(-c2cc(C3CCN(Cc4ccc([N+](=O)[O-])cc4)CC3)[nH]n2)cc1	1	3	15	7	i	-5	-8	i	-7
COc1ccccc1NC(=O)C(=O)c1cn(CC(=O)N2CCOCC2)c2ccccc12	-3	-4	6	-13	i	6	0	i	-8
CC(Cc1ccccc1)N1C(=O)c2cccc([N+](=O)[O-])c2C1=O (stereo not drawn)	1	4	15	23	i	0	-9	i	-9
CC(=O)N1CCN(CCS(=O)(=O)c2cc(Cl)ccc2Cl)CC1	1	2	-8	-12	i	-2	-3	i	-1
CCc1ccccc1NC(=S)N(CCN(C)C)C(C)c1ccco1 (stereo not drawn)	-4	1	-3	-5	i	-4	22	i	-6
COc1cccc(CNC(=O)c2ccccc2NC(=O)C2=C(C)OCCS2)c1	0	1	6	21	i	-4	26	i	-8
CCCn1c(SCC(=O)Nc2nnc(C(C)C)s2)nc2c1c(=O)n(C)c(=O)n2C	9	0	-2	-1	i	-2	-7	i	10
O=C(N[C@@H]1CC[C@@H](CCn2cc(-c3ccccc3)nn2)O[C@@H]1CO)c1cnccn1	-1	x	x	8	x	-7	x	i	x
O=C(CC(=O)NCc1ccc(Cl)cc1)NCc1ccc(Cl)cc1	0	-3	0	4	i	1	-4	i	-4
COc1cc(C(=S)N2CCC(C)CC2)ccc1O	10	-4	-5	27	i	3	40*	i	6
CC1CC(CC(C)C(=O)NC(=S)Nc2ccc(S(N)(=O)=O)cc2)C(=O)O1 (stereo not drawn)	-5	4	-7	1	i	-7	-5	i	-2
CNc1cncc(-c2ccc(OC)c(OC)c2)n1	-5	-6	-7	7	i	3	-10	i	-4
CCc1cccc(NC(=O)COC(=O)c2cc([N+](=O)[O-])ccc2N2CCOCC2)c1	-1	3	87*	2	i	4	5	i	-11
O=S(=O)(N/N=C/c1c(F)cccc1Cl)c1ccccc1	2	0	-8	11	i	-3	-22	i	5
COc1ccc(CCNC(=O)C(C(=O)c2ccccc2)n2ccccc2=O)cc1OC (stereo not drawn)	-2	4	-10	15	i	4	-9	i	5
CN(C)c1ccc(N2C(=O)CC(Sc3ccccc3C(=O)O)C2=O)cc1 (stereo not drawn)	1	1	-13	1	i	-13	29	i	1
Cn1nnnc1SCC(=O)NCc1ccccc1	-1	0	-8	-30	i	-2	7	i	-4
Cc1cc(C)cc(-n2cccc2/C=C2/C(=N)N3C(=NC2=O)SN=C3S(C)(=O)=O)c1	-7	-3	-1	17	+	20	-36	i	21
CCOc1ccc(OCC)c(NC(=O)C2CCN(S(=O)(=O)c3c(C)noc3C)CC2)c1	0	-1	6	-19	i	0	-12	i	-7
N/C(=N\OC(=O)CCCc1ccccc1)c1cccc([N+](=O)[O-])c1	4	0	50*	7	i	1	5	i	-4
CCN1CCN(S(=O)(=O)c2ccc(Cl)c(C(=O)Oc3ccc(CC(=O)OC)cc3)c2)CC1	3	2	1	-1	i	-4	-16	i	-9
Cc1ccc(C)c(NS(=O)(=O)c2ccc(-c3cnc(C4CC4)o3)cc2)c1	9	-2	16	3	i	-2	-4	i	-2
CS(=O)(=O)N(CC(=O)N1CCN(c2ccccc2F)CC1)c1cccc(C(F)(F)F)c1	8	-1	17	1	i	3	5	i	-3
O=C(COc1ccccc1F)c1ccc(O)cc1O	-1	-4	-6	-8	i	5	-12	i	6
CCC(c1ccccc1)c1nnc(NC(=O)c2ccco2)s1 (stereo not drawn)	3	0	-5	-11	i	-1	2	i	0
CCCCc1ccc(-c2ccc(Br)cc2O)nc1	1	4	18	0	i	4	-8	i	30
O=C(N/N=C/c1ccc(OC(=O)c2ccccc2)cc1)c1ccc(CN2CCOCC2)cc1	0	0	-3	26	i	-5	4	i	-10
Cc1ccccc1C(=O)c1c[nH]c(C(=O)N2CCN(c3ccccc3F)CC2)c1	-3	-2	8	6	i	-5	8	i	5
Fc1ccccc1-c1nc(NC2CCCC2)c2ccccc2n1	-7	2	14	22	i	3	-12	i	-4
CC(C(=O)NCCc1ccc(S(N)(=O)=O)cc1)N1C(=O)CC(C)(C)Sc2ccccc21 (stereo not drawn)	-1	-3	2	9	i	-6	-8	i	-5
CN1C[C@H](C(=O)N[C@]2(C)O[C@@]3(O)[C@@H]4CCCN4C(=O)[C@H](Cc4ccccc4)N3C2=O)CC2c3cccc4[nH]cc(c34)C[C@H]21 (stereo partly drawn)	0&-3	-5&-2	56*	7&-12	i	3&-2	-4&5	i	9&9
CCOC(=O)C1=C(c2ccccc2)N=C2SCC(=O)N2C1c1ccc(OCC)c(OCC)c1 (stereo not drawn)	-2	-1	-13	-6	i	10	-3	i	0
COc1ccc2c(C)cc(=S)[nH]c2c1	0	-27	-4	0	i	-4	17	i	3
CCOC(=O)C1CCCN(C2=NC(=O)/C(=C/c3ccc(O)c(OC)c3)S2)C1 (stereo not drawn)	-27	-3	-7	-3	+	19	-58	i	4
COc1ccc(NC(=O)C(c2ccc(OC)cc2)N(Cc2ccco2)C(=O)CC2NC(=O)NC2=O)cc1 (stereo not drawn)	2	1	-3	-3	i	-1	-4	i	1
O=C(COc1ccc2ccccc2c1)NNC(=O)Cc1cccc2ccccc12	8	-3	-8	-18	i	4	7	i	8
O=C(COc1ccc2c(-c3ccccc3)cc(=O)oc2c1)NCC(O)c1ccccc1 (stereo not drawn)	2	2	-1	-1	i	3	4	i	7

As entered above:
O=C(COc1ccc2c(-c3ccccc3)cc(=O)oc2c1)NCC(O)c1ccccc1 (stereo not drawn) @ SKN-1 block: -1
COc1ccc(NC(=O)C(c2ccc(OC)cc2)N(Cc2ccco2)C(=O)CC2NC(=O)NC2=O)cc1 (stereo not drawn) @ SKN-1 block: -3
CCN1CCN(C(=S)NC(C)c2ccccc2)CC1 (stereo not drawn) @ Rin1-Abl PPI inh: 2
O=C(CC(=O)NCc1ccc(Cl)cc1)NCc1ccc(Cl)cc1 @ PABP1 MLLE inh: -4
COc1ccccc1NC(=O)C(=O)c1cn(CC(=O)N2CCOCC2)c2ccccc12 @ PABP1 MLLE inh: 0

One compound at a time, as listed above. Values in the order: MT1-MMP act inh | Rin1-Abl PPI inh | FAS TE block | SKN-1 block | Rpn11 block | CSN inh | PABP1 MLLE inh | Neddylation inh | NadD block
CCCCc1ccc(-c2ccc(Br)cc2O)nc1 as listed: 1 | 4 | 18 | 0 | i | 4 | -8 | i | 30
Fc1ccccc1-c1nc(NC2CCCC2)c2ccccc2n1 as listed: -7 | 2 | 14 | 22 | i | 3 | -12 | i | -4

The results go on:
SMILES	MT1-MMP act inh	Rin1-Abl PPI inh	FAS TE block	SKN-1 block	Rpn11 block	CSN inh	PABP1 MLLE inh	Neddylation inh	NadD block
CC(=O)Nc1ccc(N(C(=O)c2ccco2)C(C(=O)NC2CCCC2)c2ccc(N3CCOCC3)cc2)cc1 (stereo not drawn)	3	2	-5	11	i	-2	-4	i	-1
COc1ccc(CNC(=O)CCNS(=O)(=O)c2ccc3c(c2)oc(=O)n3C)cc1	1	-4	-3	12	i	-1	-13	i	2
C=CCNC(=O)C12CCC(C)(C(=O)[C@H]1Br)C2(C)C (stereo partly drawn)	-2	0	-4	7	i	7	14	i	0
CSc1cc(-c2ccc(Cl)cc2)[nH]c(=O)c1C#N	-1	5	-2	-3	i	0	-18	i	3
CCOc1ccc(NC2OC(C)C(O)C(O)C2O)c([N+](=O)[O-])c1 (stereo not drawn)	6	-8	3	8	i	-2	0	i	6
Cc1ccc2c(c1)nc(NCCCO)n2C	4	-1	-6	-20	i	0	-3	i	-5
Cc1noc(C)c1NC(=O)N(C)C[C@H]1Oc2ccc(NC(=O)NC3CCCCC3)cc2C(=O)N([C@H](C)CO)C[C@@H]1C	0	2	-9	-1	i	0	1	i	2
CCCN(C(=O)COC(=O)CSc1ccc([N+](=O)[O-])cc1)C1CCS(=O)(=O)C1 (stereo not drawn)	8	-4	0	9	i	-4	38	i	17
O=C(CN(c1cccc(Cl)c1)S(=O)(=O)c1ccc(Cl)cc1)NCc1ccccn1	1	-1	7	7	i	-5	7	i	0
O=C(O/N=C1\CCS(=O)(=O)c2sccc21)c1c(F)cccc1F	-1	2	-2	11	i	7	13	i	-6
CCOc1ccc2c(c1)ncn2Cc1ccccc1	2	-1	-5	13	i	-1	14	i	-7
CC1CCC2C(=O)N(c3ccc(S(=O)(=O)c4ccccc4)cc3)C(=O)C2C1 (stereo not drawn)	-1	0	-4	-21	i	6	11	i	-2
CN1CCC(=C2c3ccccc3Sc3ccccc32)CC1	-11	1	7	-9	i	-2	25	i	2
Cc1ccc(-c2noc(CNS(=O)(=O)c3ccccc3)n2)cc1	-3	1	1	-7	i	0	-9	i	-2
COc1ccc(/C=C(/C(=O)N2CCCCC2C(=O)O)c2ccc(OC)c(OC)c2)cc1 (stereo not drawn)	-1	3	-8	-5	i	1	7	i	1
COc1ccccc1-c1c(C(F)(F)F)oc2cc(OS(C)(=O)=O)ccc2c1=O	-7	-4	7	7	i	1	2	i	-11
CC(=O)c1ccc(N(CC(=O)NCc2ccc3c(c2)OCO3)C(=O)c2csnn2)cc1	0	0	1	-1	i	5	23	i	-3
COc1cc(N(CCCn2cnc3c(SC)ncnc32)CCCn2cnc3c(SC)ncnc32)cc(OC)c1OC	1	-2	-3	8	i	3	2	i	8
COc1ccc(/C=N/NC(=O)Cn2cnc3c2c(=O)n(C)c(=O)n3C)cc1	-1	0	-1	3	i	-1	2	i	5
C=CCSc1nnc(-c2ccc(Cl)cc2Cl)o1	x	0	5	86*	i	4	-28	i	-3
CC(=O)c1ccc(NC(=O)/C(=C\c2ccccc2)NC(=O)c2ccco2)cc1	-1	0	-3	3	i	2	-14	i	-2
O=[N+]([O-])c1ccc(CSc2ccc(S(=O)(=O)N3CCCCCC3)cn2)cc1	-3	0	33	12	i	-7	28	i	4
NS(=O)(=O)c1ccc(CCNC(=O)c2cnccn2)cc1	-1	4	-3	7	i	-5	-6	i	2
CCN(CC)c1ccc(NC(=O)c2ccc(=O)[nH]c2)cc1S(=O)(=O)Nc1ccc(OC)cc1	-7	-3	2	2	i	1	-12	i	7
COc1cc(NC(=O)Cn2ncc3c2-c2ccccc2OC3)cc(OC)c1OC	-2	-2	-3	-8	i	0	-7	i	-2
Cc1cc2nc(SCCOC(=O)Nc3cccc(Cl)c3)nc(C)c2cc1C	-4	-1	33	5	i	-1	6	i	4
NC(=O)C1CCN(CC(=O)NCc2ccccc2)CC1	1	-1	-14	5	i	0	-9	i	-3
COc1cc2c(cc1OC)CN(Cc1ccc(F)cc1)CC2	0	-6	-5	19	i	-4	-5	x	-1
O=C(O)CCCC(=O)Nc1cc([N+](=O)[O-])ccc1O	5	2	-8	13	i	5	3	i	1
CC(=O)c1c(COC(=O)c2cccc(C)c2)nc2ccccc2[n+]1[O-]	-3	-1	32	-10	i	0	12	i	-8
O=C(CN(C(=O)CCC(=O)Nc1ccccn1)c1cccc(F)c1)NCc1ccc(F)cc1	-3	0	1	-1	i	-3	-6	i	-6
